# Assay outcomes (PubChem BioAssay)
# TIM10 inh: growth inhibitors of isogenic TIM10 control yeast, primary screen, counter-screen for tim10-1 yeast inhibitor project, luminescence, uHTS. S. cerevisiae TIM10 strain growth, BacTiter-Glo luminescence, 24 h. actives 1.4% (n = 330,000). inhibition, % at 10 µM;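 active means inhibition of 40% or more at the single tested concentration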;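 further: wild-type TIM10 isogenic control strain grown at permissive 25 °C; 0% = DMSO yeast wells and 100% = minimal medium wells without yeast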
# CHOP UPR activ: activators of apoptotic CHOP UPR arm, primary screen, cell-based, CHO-CHOP luciferase reporter, luminescence, uHTS; UPR activation; percent of tunicamycin response over DMSO baseline; activation, % at 10 µM; actives 0.34% (n = 330,000); AID 449763, 2010;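 active means at 10 µM dose, activation of 40% or more, normalized to positive control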;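 further: 100% = tunicamycin at 10 µg/mL and 0% = DMSO alone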
#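 Test system: CHO-CHOP cells, stable luciferase reporter of PERK-eIF2a-CHOP signalling | Quantity: 500 CHO-CHOP cells per well | Buffer or medium: F12 plus 10% serum | Compound dosing: 10 µM single point, 0.5% DMSO | Schedule: 6 h compound treatment, 37 °C | Signal: Luciferase luminescence | Control set: Tunicamycin high control, DMSO low control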
# tim10-1 inh: growth inhibitors of tim10-1 mutant yeast, primary screen, luminescence, uHTS | S. cerevisiae tim10-1 ts strain growth, BacTiter-Glo, 24 h | inhibition, % at 20 µM | actives 2.2% (n = 330,000) | AID 463190, 2010;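 active means inhibition of at least 40%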;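 further: mutant grown at 25 °C; 0% = DMSO wells with yeast and 100% = wells holding no yeast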
# CXCR6 inh: CXCR6 receptor inhibitors, primary screen, cell-based, beta-arrestin, luminescence, CHO-K1 PathHunter, 1536-well. inhibition, % at 20 µM. actives 0.36% (n = 360,000). AID 602244, 2012; in the data active means inhibition above about 34%, passing the limit was not always enough;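 further: antagonist mode with CXCL16 agonist at 10 nM final; 0% = 10 nM CXCL16 with DMSO and 100% = unstimulated wells without agonist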
# Target sequence (O00574 whole entry, looked up): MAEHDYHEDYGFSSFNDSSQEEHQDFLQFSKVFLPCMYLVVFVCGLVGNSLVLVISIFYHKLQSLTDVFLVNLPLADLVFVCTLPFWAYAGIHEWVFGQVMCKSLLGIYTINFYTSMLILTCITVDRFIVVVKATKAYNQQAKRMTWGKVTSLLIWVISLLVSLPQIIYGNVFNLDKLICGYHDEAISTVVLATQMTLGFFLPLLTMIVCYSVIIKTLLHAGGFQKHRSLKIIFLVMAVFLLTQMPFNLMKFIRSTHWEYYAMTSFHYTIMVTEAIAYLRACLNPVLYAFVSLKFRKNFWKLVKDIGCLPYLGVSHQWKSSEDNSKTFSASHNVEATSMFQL
# Mdm2 MdmX PPI: inhibitors of human Mdm2-MdmX association, primary screen, cell-based, luminescence, split luciferase, SaOS-2, uHTS | inhibition, % at 8 µM | actives 3% (n = 330,000) | SaOS-2 split-luciferase Mdm2/MdmX complementation;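 active means inhibition of at least 50% at 8 µM in the primary screen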
# APJ antagonist: antagonists of human apelin receptor APJ, primary screen, CHO-K1 cells, beta-arrestin complementation, luminescence | P35414 | inhibition, % at 20 µM | actives 0.32% (n = 330,000) | AID 2521, 2010;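 active means inhibition above about 40% at 20 µM, limit read from the data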;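 further: cells challenged with 10 nM apelin-13 agonist together with compound; plate controls were apelin-13 plus DMSO wells for no effect and DMSO wells lacking apelin-13 for full effect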
# Target sequence (P35414 whole entry, looked up): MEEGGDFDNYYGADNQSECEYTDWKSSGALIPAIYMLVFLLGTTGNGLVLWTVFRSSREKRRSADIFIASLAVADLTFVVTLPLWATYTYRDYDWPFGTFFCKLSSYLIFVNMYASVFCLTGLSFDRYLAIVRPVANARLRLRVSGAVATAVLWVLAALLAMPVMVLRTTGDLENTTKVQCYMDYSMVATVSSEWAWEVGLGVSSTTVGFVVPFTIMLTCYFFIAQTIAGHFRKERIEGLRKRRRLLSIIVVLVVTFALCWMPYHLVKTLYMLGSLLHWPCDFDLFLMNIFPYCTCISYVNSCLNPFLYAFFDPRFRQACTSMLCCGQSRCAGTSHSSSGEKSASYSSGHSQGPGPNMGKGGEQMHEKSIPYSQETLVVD
# APJ agonist: agonists of human apelin receptor APJ, primary screen, CHO-K1 cells, PathHunter beta-arrestin, luminescence; AID 2520, 2010; activation, % at 20 µM; 0% DMSO wells, 100% apelin; P35414; actives 0.11% (n = 330,000);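 active means activation more than six SD over the plate average, tested at 20 µM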;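 further: 0% = DMSO alone and 100% = apelin-13 at 10 nM; some results filed as inactive read as strong as hits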
#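 Test system – PathHunter CHO-K1 APJ (AGTRL-1) beta-arrestin reporter cells · Input – 1000 cells/well · Compound – single test compound dose, 20 µM final, 1% DMSO · Times – compound stimulation 90 min at 25 °C, detection 60 min · Technique – beta-gal luminescence · Read-out basis – APJ–arrestin association signal · Control set – negative DMSO alone, positive Apelin-13 at 10 nM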
# tim23-1 inh: growth inhibitors of tim23-1 mutant yeast, primary screen, luminescence, uHTS | S. cerevisiae tim23-1 growth, BacTiter-Glo luminescence, 24 h | inhibition, % at 20 µM | actives 1.3% (n = 330,000) | AID 463212, 2010;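 active means growth inhibition of the mutant yeast at or above 50%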;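 further: temperature-sensitive mutant grown at 25 °C; plate controls were DMSO-treated mutant yeast for no effect and medium wells lacking yeast for full effect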
# XBP1 UPR activ: activators of adaptive XBP1 UPR arm, primary screen, cell-based, CHO-XBP1 luciferase reporter, luminescence, uHTS | IRE1-XBP1 UPR activation; percent of tunicamycin response, DMSO as zero | activation, % at 20 µM | actives 0.33% (n = 330,000);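 active means versus positive control, 20 µM dose yields 30% or more activation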;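 further: 100% = tunicamycin at 10 µg/mL and 0% = DMSO only wells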
#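 incubation = overnight seeding at 37 °C, 6 h compound treatment at 37 °C | assay system = CHO-XBP1 cells stably carrying IRE1-XBP1-driven luciferase reporter | input = 1000 cells per well | detection = luciferase luminescence | dosing = single point, 20 µM final compound, 1% DMSO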
# Starred values were filed as active, the others as inactive; . = no result given.
SMILES,TIM10 inh,CHOP UPR activ,tim10-1 inh,CXCR6 inh,Mdm2 MdmX PPI,APJ antagonist,APJ agonist,tim23-1 inh,XBP1 UPR activ
COc1ccc(S(=O)(=O)NC2CC3CCC2C3)cc1 (configuration not stated),-102,1.8,-62,4,9,9,2,25,-2
COc1ccc(S(=O)(=O)N2CCN(C(=O)C3CC3)CC2)cc1Br,5,-1.9,6,1,1,0,-2,11,-1
CC(=O)CSc1nnc(-c2ccc(S(=O)(=O)N3CCCC3)cc2)n1C,-16,-2.2,4,-21,-3,23,-3,12,-7
O=C1Cc2ccccc2C(=O)N1OCc1ccc(Cl)cc1,9,0.1,6,20,12,31,-4,43,14
COc1ccc(Cn2c(C)ccc2C)cc1,-26,2.1,19,1,-7,-7,1,11,-1
NC(=O)N/N=C/c1cn(-c2ccccc2)nc1-c1cccnc1,-13,1.7,4,.,-10,12,-4,5,3
COc1ccc(CCNC(=O)CSC2=NS(=O)(=O)c3ccccc3N2)cc1OC,2,0.1,1,3,13,-9,-3,5,2
CC1=C(C(=O)Nc2ccc(C(=O)NCCCN3CCCCC3)cc2)SCCO1,-6,-0.2,18,10,10,17,-6,13,-3
Cc1ccc(NC(=O)COC(=O)c2ccc(S(=O)(=O)NCc3ccco3)cc2)cc1,-3,0.7,8,6,11,-2,-5,6,0
COc1ccc(NS(=O)(=O)c2ccc(C)c(C(=O)NCC(c3ccco3)N(C)C)c2)cc1 (configuration not stated),-10,-0.5,-10,0,13,18,-6,3,0
O=C(CN1CCN(c2ccccn2)CC1)Nc1ccc(F)cc1F,-15,2.9,5,-2,-9,-19,-3,3,3
CC(=O)N(c1ccc(Cl)cc1)c1cn(C(C)=O)c2ccccc12,25,2.0,16,0,-1,-1,-3,0,-1
CCOc1cccc(OCCOc2ccccc2[N+](=O)[O-])c1,1,5.9,24,-2,-8,2,-1,27,1
O=C1/C(=C/c2ccc(O)c(O)c2)Oc2cc(O)ccc21,-5,0.0,10,34,-27,-15,-7,-10,2
COc1cccc(S(=O)(=O)NCc2ccc(C(=O)NCC3CCCO3)cc2)c1 (configuration not stated),-8,-0.7,16,0,2,2,0,-9,-1
Cc1ccc(S(=O)(=O)NCCNC(=O)c2cc(OCC(F)(F)F)ccc2OCC(F)(F)F)cc1,2,-1.5,8,-6,-18,9,5,0,-1
CC(C)C(=O)OCC(=O)NCc1ccccc1Cl,0,0.1,12,-1,11,4,-3,7,2
C=CC(C)(C)c1c(O)c(CC=C(C)C)c(O)c2c(=O)c3ccc(O)c(O)c3oc12,-1,11,44*,-2,92*,-95,1,43,13
C[C@@H]1CN([C@@H](C)CO)C(=O)Cc2cc(NC(=O)Nc3ccc(C(F)(F)F)cc3)ccc2O[C@@H]1CN(C)S(=O)(=O)c1ccc(Cl)cc1,5,13,0,-3,94*,-2,-1,23,11
C=CCn1nnnc1SCC(=O)Nc1ccc(C(=O)OC)cc1,10,1.8,5,2,7,-15,-5,6,-5
Cc1ccc(C(=O)NNC(=O)C(C)Sc2nc(N)cc(N)n2)cc1 (configuration not stated),-26,0.0,10,2,9,8,-2,-6,0
CCC(C)(C(=O)NC1CCCCC1)N(Cc1ccco1)C(=O)c1ccccn1 (configuration not stated),-4,1.3,7,0,-31,7,1,9,0
CC(C)c1c(C#N)c(N)nc(SCC(=O)c2cc3ccccc3oc2=O)c1C#N,5,-0.7,4,8,26,10,0,-5,-2
O=C(c1ccc(OC(F)(F)F)cc1)c1ncc[nH]1,-10,4.3,10,9,2,-3,1,9,9
Clc1ccccc1-c1nn2c(-c3ccncc3)nnc2s1,31,-0.4,43*,0,47,16,-1,35,3

# Mdm2 MdmX PPI: what is marked active above.
SMILES,CXCR6 inh,Mdm2 MdmX PPI,APJ antagonist,APJ agonist
C=CC(C)(C)c1c(O)c(CC=C(C)C)c(O)c2c(=O)c3ccc(O)c(O)c3oc12,-2,92*,-95,1
C[C@@H]1CN([C@@H](C)CO)C(=O)Cc2cc(NC(=O)Nc3ccc(C(F)(F)F)cc3)ccc2O[C@@H]1CN(C)S(=O)(=O)c1ccc(Cl)cc1,-3,94*,-2,-1

# Later entries:
SMILES,TIM10 inh,CHOP UPR activ,tim10-1 inh,CXCR6 inh,Mdm2 MdmX PPI,APJ antagonist,APJ agonist,tim23-1 inh,XBP1 UPR activ
CCN1C(=O)/C(=C\N2CCOCC2)SC1=S,11,-1.5,14,4,8,15,-3,5,1
CC(OC(=O)c1ccc(S(=O)(=O)N2CCCCC2)cc1)C(=O)NC1CCCCC1C (configuration not stated),-5,-0.2,4,-7,10,13,3,-3,-8
NC(N)=NCCCC(NC(=O)c1ccccc1)C(=O)Nc1ccc([N+](=O)[O-])cc1 (configuration not stated),-6,0.6,-3,-3,7,16,-3,2,-7
Cc1ccc(-n2c(C)nn(CC#N)c2=O)cc1,-18,-1.4,6,8,13,-20,0,9,2
CN(C)C(CNC(=O)c1cc(S(=O)(=O)N(C)c2ccc(F)cc2)ccc1Cl)c1ccco1 (configuration not stated),2,0.3,-1,3,14,9,0,4,-4
CNC(=O)C1(C)C=CCN1C(=O)c1ccccc1 (configuration not stated),2,1.9,-7,4,-11,-53,1,4,0
Cc1ccc(S(=O)(=O)N2CCCC2C(=O)N(C)Cc2cccs2)cc1 (configuration not stated),9,-1.3,23,6,8,9,-5,6,-1
Cc1cc(C)cc(NC(=O)COc2coc(CN3CCc4ccccc4C3)cc2=O)c1,9,-0.1,5,-1,-15,3,-2,-5,-4
O=C(O)Cn1c2c(c3ccccc31)CCCC2,-3,-4.6,9,-8,4,6,-3,20,-7
Cc1ccc(S(=O)OCC(=O)Nc2cc(Cl)ccc2N2CCOCC2)cc1 (configuration not stated),5,-2.6,23,-2,-9,-20,-2,1,-2
CC(OC(=O)c1nsc(Cl)c1Cl)C(=O)NC(C)(C)C (configuration not stated),2,2.6,10,-7,-11,20,-4,3,-2
COc1ccccc1-c1oc2ccccc2c1-c1ccc2cc[nH]c2c1,28,3.2,26,-3,46,-7,-2,40,13
NS(=O)(=O)c1ccc(CCNS(=O)(=O)c2ccc(Cl)cc2)cc1,9,2.3,-4,2,-7,17,-2,-6,-6
Cc1cccc(OCC(=O)Nc2cc(S(=O)(=O)N3CCOCC3)ccc2N2CCCC2)c1C,13,0.2,30,2,-7,12,-1,27,2
NC(=O)c1cc([N+](=O)[O-])ccc1NCc1ccc(C(=O)O)cc1,-1,0.9,-20,-4,14,-51,-3,-3,-1
C/C(N)=C(/C#N)C(=O)COC(=O)c1ccc(OCC2CCCO2)cc1 (configuration not stated),3,3.1,9,3,-22,-6,-2,13,-1
CCn1c(-c2cc(-c3cc(OC)ccc3OC)nc3ccccc23)n[nH]c1=S,16,-1.6,8,1,-3,-14,-4,19,-2
COc1ccc(C)cc1S(=O)(=O)N1CCCC(C(=O)N2CCOCC2)C1 (configuration not stated),4,1.4,-17,4,22,16,-1,-3,-3
Cc1nn2c(N)c(-c3ccccc3)cnc2c1-c1ccccc1,14,6.6,-3,1,-46,15,8,9,1
Cc1cc(NC(=O)Cn2nnc(-c3ccccc3NC(=O)c3ccccc3F)n2)no1,-9,0.4,7,-1,-7,-1,2,-7,2
NC(=O)C1(c2ccccc2)OC1c1ccccc1 (configuration not stated),-4,0.7,1,-1,10,19,-5,17,2
O=C(Sc1ccc(Cl)cc1)c1cccc(Cn2cc(C(F)(F)F)ccc2=O)c1,28,22,26,4,4,14,1,37,13
Cc1c(N=c2scc(-c3ccccc3)n2C)c(=O)n(-c2ccccc2)n1C,5,0.6,-6,2,16,9,-2,6,-1
CC1CCCCC1NC(=O)c1ccncc1 (configuration not stated),10,2.0,-9,-1,13,-1,7,-1,-2
CC(C)(C)NC(=O)CN(C(=O)c1csnn1)c1cccc2c1CCCC2,17,2.1,13,2,-23,-1,-4,21,-4
# Next section
SMILES,TIM10 inh,CHOP UPR activ,tim10-1 inh,CXCR6 inh,Mdm2 MdmX PPI,APJ antagonist,APJ agonist,tim23-1 inh,XBP1 UPR activ
CNC(=S)NCCc1cc2c(OC)ccc(OC)c2[nH]c1=O,20,1.5,21,-6,-17,-7,-3,11,0
O=C(CNCC1CCCO1)N1CCCc2ccccc21 (configuration not stated),8,-0.2,5,2,-14,-4,-6,10,0
COc1ccc(S(=O)(=O)N2CCCCC2)cc1NC(=O)CNc1ccccc1N1CCCC1=O,5,0.3,2,1,-27,-6,-3,3,1
CCN(/N=C/C=C/c1ccccc1)c1cc(=O)n(C)c(=O)[nH]1,-5,1.4,11,-18,3,10,-2,-14,-2
CCCC(C(=O)Nc1cccc(S(=O)(=O)N2CCCC2)c1)c1ccccc1 (configuration not stated),14,0.2,16,5,19,-44,-2,8,-2
CCOC(=O)c1cc(NC(=O)COc2ccc([N+](=O)[O-])cc2)cc(C(=O)OCC)c1,5,-2.3,17,2,23,0,3,28,-3
CC(NC(=O)COc1ccc(-c2ccccc2)cc1)C1CCCO1 (configuration not stated),10,-0.2,21,-10,14,-40,-2,30,-4
Cn1c(/C=N/n2cnnc2)nc2ccccc21,11,-2.0,4,0,3,-3,-1,6,-1
O=C(COc1ccc(Br)cc1CO)Nc1ccccc1,4,7.2,-15,-1,-19,-8,0,8,5
Cc1occc1C(=O)NN=C1C2CC3CC(C2)CC1C3,8,2.3,2,-4,4,13,-3,3,0
COc1ccc2cc(C(=O)C3CCCN(C(=O)c4cncs4)C3)ccc2c1 (configuration not stated),-40,0.6,-5,-1,2,9,-6,-59,-1
CCOc1ccc(S(=O)(=O)N2CCCC(C(=O)NCC3CCCO3)C2)cc1 (configuration not stated),2,1.7,2,0,43,-7,-7,17,-6
CCCCCC(C(=O)O)C(C)CC(=O)NC1CCCCC1 (configuration not stated),-6,-0.7,3,4,-6,17,-1,13,-3
CC1=NN(C(N)=S)C(=O)C1N=Nc1ccccc1C(=O)O (configuration not stated),8,0.5,12,7,13,-3,1,2,1
COc1ccc(C2=NN(S(C)(=O)=O)C(c3cccs3)C2)cc1 (configuration not stated),0,3.1,9,3,-58,3,3,27,4
O=C(Oc1ccc(-c2nnco2)cc1)C1CCN(C(=O)c2ccc(F)cc2)CC1,15,-0.4,14,8,12,-6,-3,9,3

# This is a subset (hit frequency here may not be typical).
